AddAB inh: less growth of phage-infected E. coli with AddAB; E. coli expressing H. pylori AddAB, absorbance growth; inhibition, % at 11.9 µM; 330,000 tested, 0.29% active; in the data active = inhibition above about 12%;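 note: 0% = vehicle wells of infected cells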
phage Ecoli inh: E. coli growth loss with phage present; AID 651602; 360,000 tested, 0.26% active; growth absorbance; inhibition, % at 11.9 µM; in the data active = inhibition above about 11%
Mot1-301 SUMO: blocks SUMOylation pathway, rescuing yeast Mot1-301 growth. growth rescue, % at 18.8 µM. S. cerevisiae Mot1-301 growth rescue, ATP luminescence, 38.5C; percent above DMSO median, 100 means doubled. AID 2716. 320,000 tested, 1% active;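 active = every valid replicate shows activation above 250% relative to neutral control wells; inactive = the rest, any valid replicate at or below 250%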;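 note: OY570 slx delta 5 strain wells were the positive control but not used for scaling; some compounds called inactive have numbers as strong as hits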
Tat transport: inhibitors of E. coli Tat protein transport | E. coli MC4100 TorA-mCherry Tat export, fluorescence | inhibition, % at 10 µM | 340,000 tested, 0.036% active | AID 488895;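 active = mean replicate inhibition at least 50% and at least half of replicates individually reaching 50%; inconclusive = only one of the two criteria met; inactive = neither criterion met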;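 note: exported cargo escapes ClpAP degradation while cytoplasmic cargo is degraded and loses fluorescence; 0% = median of neutral control wells and 100% = median of NaSCN control wells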
HTR5A inv ag: inverse agonist of human HTR5A in OPRM1-OPRD1 counter-screen; inhibition, % at 9.3 µM; AID 504634; HTR5A cell line, luminescence, inverse agonism; P47898; 340,000 tested, 0.083% active; in the data active = inhibition mostly above about 23%, no sharp cut-off; inactive = mostly below about 18%;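 note: 0% = cells with DMSO and 100% = no-cell wells with DMSO; some compounds called inactive have numbers as strong as hits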
E coli growth: reduces bacterial viability in AddAB counter-screen; E. coli V3065 growth, OD600 absorbance, 18 h; inhibition, % at 11.9 µM; 330,000 tested, 0.27% active; AID 449728;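 active = inhibition above the campaign's mean inhibition across all tested compounds plus 3 SD, cut at about 9.9% in these data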;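 note: uninfected addAB+ strain grown without phage in ampicillin broth; 0% = DMSO wells and 100% = ciprofloxacin 0.95 µg/ml wells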
HTR5A ag: activates human HTR5A in OPRM1-OPRD1 agonist counter-screen | HTR5A agonist assay, luminescence, cell-based | activation, % at 9.3 µM | 340,000 tested, 0.61% active; in the data active = activation mostly above about 9.5%, no sharp cut-off; inactive = mostly below about 7.6%;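 note: 0% = cells with vehicle only and 100% = reference agonist; strong numbers were not always called active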
PKA-R1A activ: activators of PKA-R1A complex; activation, % at 11.4 µM; 340,000 tested, 0.083% active; AID 504707; PKA-R1A dissociation, Cy5-IP20 fluorescence polarization; scaled: DMSO 0%, 113 µM cGMP 100%;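 active = percent activation above the mean of all tested compounds plus 3 SD, cut at about 19% in these data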;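 note: higher means more PKAc released from R1A so a rise in polarization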
PKA-R2B activ: activates the human PKA-R2B holoenzyme complex; P22694+P31323; 340,000 tested, 0.079% active; AID 504700; PKA-R2B holoenzyme dissociation, Cy5-IP20 fluorescence polarization; R2B truncated from residue 108, S112A mutant; 0% DMSO only, 100% 113 µM cGMP; activation, % at 11.4 µM;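 active = activation above a cutoff set at the mean over all compounds plus 3 SD, cut at about 18% in these data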;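 note: higher means more holoenzyme dissociation and a rise in polarization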
Target sequence (P31323 whole entry, looked up, other chains not shown, the tested form may be a part): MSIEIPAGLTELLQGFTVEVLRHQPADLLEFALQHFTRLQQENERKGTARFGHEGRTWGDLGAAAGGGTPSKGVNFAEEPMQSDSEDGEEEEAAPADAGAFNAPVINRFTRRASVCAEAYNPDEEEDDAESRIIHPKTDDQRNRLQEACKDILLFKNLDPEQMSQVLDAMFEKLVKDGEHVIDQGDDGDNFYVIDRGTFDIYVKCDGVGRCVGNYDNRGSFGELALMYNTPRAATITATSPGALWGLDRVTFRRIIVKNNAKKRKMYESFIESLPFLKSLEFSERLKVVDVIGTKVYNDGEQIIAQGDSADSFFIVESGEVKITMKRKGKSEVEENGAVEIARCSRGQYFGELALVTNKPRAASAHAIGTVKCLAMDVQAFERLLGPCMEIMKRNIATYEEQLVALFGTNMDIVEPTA
DAGLB inhibitor: blocks human DAGLB lipase activity; 340,000 tested, 0.059% active; inhibition, % at 5.17 µM; AID 504411; HEK293T DAGLB membrane lysate, EnzChek fluorogenic substrate; in the data active = inhibition above about 34%;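 note: 0% = enzyme with vehicle and 100% = wells lacking enzyme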
Target sequence (Q8NCG7 whole entry, looked up): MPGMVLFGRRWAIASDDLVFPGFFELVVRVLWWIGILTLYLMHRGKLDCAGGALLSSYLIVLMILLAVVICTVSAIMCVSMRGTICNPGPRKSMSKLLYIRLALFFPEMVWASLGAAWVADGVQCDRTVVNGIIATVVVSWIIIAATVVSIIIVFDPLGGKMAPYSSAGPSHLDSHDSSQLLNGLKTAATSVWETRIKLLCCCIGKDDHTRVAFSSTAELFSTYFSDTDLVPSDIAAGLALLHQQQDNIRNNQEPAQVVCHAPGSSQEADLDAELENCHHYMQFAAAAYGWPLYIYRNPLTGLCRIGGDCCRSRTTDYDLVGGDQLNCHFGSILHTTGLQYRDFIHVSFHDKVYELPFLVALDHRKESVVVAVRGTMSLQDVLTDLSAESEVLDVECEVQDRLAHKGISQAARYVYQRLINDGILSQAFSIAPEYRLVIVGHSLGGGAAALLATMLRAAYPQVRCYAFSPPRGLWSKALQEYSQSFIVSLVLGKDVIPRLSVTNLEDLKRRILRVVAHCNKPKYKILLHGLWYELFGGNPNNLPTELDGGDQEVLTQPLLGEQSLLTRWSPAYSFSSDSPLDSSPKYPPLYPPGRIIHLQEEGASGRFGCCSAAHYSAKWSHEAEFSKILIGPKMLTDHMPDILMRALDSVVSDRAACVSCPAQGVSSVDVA
CDK5 p35 inh: CDK5/p35 (human) kinase inhibition. Recombinant CDK5/p35, ADP-Glo luminescence, 60 min. inhibition, % at 10 µM. Q00535+Q15078. AID 488839. 330,000 tested, 0.01% active;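 active = highest replicate inhibition of at least 50% and at least 75% of replicates reaching 50%; inconclusive = only one of the two criteria met; inactive = both criteria failed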;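 note: plate controls were DMSO neutral control for no effect and GW8510 at 10 µM for full effect; many of its hits are not listed in these tables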
* = called active by the depositor; ? = inconclusive; nt = no result given.

SMILES	AddAB inh	phage Ecoli inh	Mot1-301 SUMO	Tat transport	HTR5A inv ag	E coli growth	HTR5A ag	PKA-R1A activ	PKA-R2B activ	DAGLB inhibitor	CDK5 p35 inh
CCn1nnc2cc(C(=O)Nc3cc(Cl)ccc3C)ccc21	3.3	1.3	19	2	0	0.2	0	-5	-8	-4	2.2
COc1ccc(CCNc2oc(-c3ccc(OC)c(OC)c3)nc2P(=O)(OC)OC)cc1OC	-0.5	2.3	-3	-5	-19	0.7	1	-4	-7	1	1.1
Cc1ccc(NC(=O)c2cccc(NC(=O)CCC(=O)O)c2)cc1C	3.8	2.9	75	6	9	1.2	-3	-4	-11	0	-3.5
O=C(CCn1c(=O)sc2ccccc21)NCCN1CCOCC1	2.9	1.1	3	-10	-33	-0.1	5	-3	-9	-1	1.0
O=C(CC1C(=O)NCCN1Cc1cccc(C(F)(F)F)c1)NC1CCOCC1 (stereo not given)	nt	-0.2	-2	1	-13	nt	3	-8	1	0	-0.7
O=C(C1CCC1)N1CCc2cc(S(=O)(=O)N3CCCCC3)ccc21	0.2	1.6	-9	3	37	-0.6	2	6	4	-1	-0.1
CN(Cc1cnn(C)c1)C(=O)CC1C(=O)NCCN1Cc1cccc(Oc2ccccc2)c1 (stereo not given)	0.0	5.4	28	-6	-9	0.4	4	-7	-3	-4	1.9
O=C(NC(=S)Nc1ccc(O)cc1)c1cncc(Br)c1	-0.4	-4.0	12	-8	7	-0.3	-3	6	-2	1	0.7
COc1ccc(CC(=O)Nc2ccccc2N2CCCC2)cc1OC	0.2	2.6	15	-4	-23	2.7	-1	11	11	0	0.9
C=CCn1c(Cc2csc(N)n2)nnc1SCC(=O)Nc1ccc(C(=O)OCC)cc1	-1.2	3.3	2	-2	8	-0.7	0	1	4	2	0.3
CCCCCCC(=O)NNC(=O)c1c(O)c2ccccc2n(CCC)c1=O	0.7	1.4	0	0	-15	1.5	5	1	0	-7	-2.5
O=C(C(Cl)Cl)N1c2ccccc2OCC1c1ccccc1 (stereo not given)	-0.8	1.0	-4	12	8	-1.3	-3	3	-6	-1	0.9
Cc1ccc(N(CC2CO2)S(=O)(=O)c2ccc(C)cc2)cc1 (stereo not given)	2.8	4.9	4	-3	-7	-1.0	3	6	6	-4	0.3
CCC(NC(=O)c1ccncc1)c1ccccc1 (stereo not given)	1.0	1.6	9	5	-3	-1.6	-3	-4	4	-2	0.1
Cc1ccc2c(c1)C(=O)C(=O)N2Cc1ccccc1	0.1	2.9	117	0	-11	1.1	8	-5	4	-1	1.2
CCCn1nnc(NC(=S)NC(=O)c2ccccc2OC)n1	1.9	1.5	-6	-7	18	1.0	-6	-13	-16	-12	1.8
Cc1ccc(-n2nnnc2SCC(=O)Nc2c(C)n(C)n(-c3ccccc3)c2=O)cc1	1.4	2.8	-20	9	-7	-0.2	-6	5	0	4	2.3
Cc1ccc2[nH]cc(C(=O)CCl)c2c1	6.7	2.1	4	-4	-2	-3.0	1	-2	-4	0	2.4
COc1ccccc1NC(=O)Cn1cnc2sc(C(=O)Nc3cc(OC)c(OC)c(OC)c3)c(C)c2c1=O	0.8	1.3	162	-2	10	2.1	7	3	4	-1	0.2
C=CCn1c(CSc2ccccc2[N+](=O)[O-])n[nH]c1=S	1.3	-0.9	109	7	2	0.1	0	-7	-13	6	0.2
COc1ccc(CCn2c(NN=C3CCCCC3)nc3c2c(=O)[nH]c(=O)n3C)cc1	0.2	nt	6	2	0	1.1	1	4	3	4	0.4
O=C(CN(c1ccc(F)cc1)S(=O)(=O)c1ccc2c(c1)OCCO2)NCc1cccnc1	1.1	4.4	11	-9	-5	2.0	-2	1	1	2	-0.7
Cn1c(=O)c(Sc2ccc(Cl)cc2)c(O)c2ccccc21	3.9	0.9	8	-3	8	-0.4	-3	-6	-1	3	0.7
COc1ccc(CNC(=O)c2cnc(C)cn2)cc1	-0.2	2.8	7	11	19	2.0	-8	11	13	-1	-1.3
CC1CCCN(S(=O)(=O)c2cccc(C(=O)NCC3CCCO3)c2)C1 (stereo not given)	2.4	-0.9	-18	-2	-8	-1.6	2	-1	2	0	-0.4
O=C(C1=C[C@H](c2coc3ccccc3c2=O)C[C@H](OCCCCO)O1)N1CCOCC1	3.0	0.2	22	9	-22	-0.8	-7	0	-4	-7	1.5
Cc1ccc2oc(C(=O)N3CCC(O)(c4ccccc4)CC3)c(C)c2c1	4.2	0.9	135	4	-11	-1.6	6	1	-17	14	0.3
CCNC(=O)c1ccc(C23CC4CC(CC(C4)C2)C3)o1	2.9	4.3	9	-1	29	0.2	-1	-12	-6	-3	1.2
C=C1CCN(C(C)C(=O)OC)S(=O)(=O)c2ccccc21 (stereo not given)	-1.1	3.4	-4	-3	3	-1.4	5	-10	-13	-3	0.1
Cc1ccc(C)c2[nH]c(=O)c(CN(CCN3CCCC3)C(=O)Nc3cccc(Cl)c3)cc12	0.2	4.1	nt	15	2	-1.2	-1	-10	3	6	0.6
COC(=O)/C(C(C)=O)=C(/C=C/C=C/N(C)C)N(C)C	2.6	1.6	6	3	4	-0.3	-1	4	0	1	-3.2
CCn1c2ccc(C)cc2c2nnc(NN)nc21	1.0	4.2	16	0	10	-0.2	0	3	-7	6	2.0
CCCn1nnnc1NC(=O)c1cccs1	-6.0	-5.1	-18	2	18	-5.3	-5	-3	2	2	-0.4
O=C(NCC1CC1(Cl)Cl)Nc1ccc(Cl)c(Cl)c1 (stereo not given)	13*	8.9	4	-5	-33	6.3	12	-3	-8	-8	-0.9
CN(C(=O)COC(=O)c1ccccc1NCCO)C1CCS(=O)(=O)C1 (stereo not given)	-0.5	4.9	-25	0	2	-0.5	-2	-6	-8	0	-0.4
Cc1ccc(SCCC(=O)Nc2cc(C)on2)cc1	2.1	-2.3	106	-2	13	1.8	-5	1	3	-3	1.5
Cc1cnc(C(=O)OC(C)C(=O)Nc2cccc3ccccc23)cn1 (stereo not given)	1.9	2.4	-13	-3	14	-1.8	0	1	-5	2	-1.2
COc1cc2c(cc1OC)CN(C(=O)c1cc3ccccc3oc1=O)CC2	0.2	1.4	195	-3	-14	-2.2	0	4	-5	2	-2.4
CN1CCN(C(=O)C2CCCN(S(=O)(=O)c3ccc(Cl)cc3)C2)CC1 (stereo not given)	0.1	0.1	-6	4	-30	-0.4	3	10	-1	-3	-0.6
Cc1cc2oc(=O)cc(CN3CCCc4ccccc43)c2cc1C	1.3	0.9	-19	3	-26	-1.4	3	-7	2	-10	-0.5
COCc1cc(C)nc(Nc2ccccc2OC)c1C#N	1.7	-1.3	2	6	-7	-1.0	-1	-5	-3	-8	-0.6
Cc1nc2ccccc2c(=O)n1CCc1ccc(O)cc1	0.1	-0.6	-10	-7	-2	1.7	1	-5	-7	1	0.5
COc1cc([N+](=O)[O-])cc(CN2CCCCC2)c1O	0.1	0.2	-22	-1	-2	-0.9	-4	-13	-13	2	-1.0
O=S(=O)(Nc1cccc(-c2ccc(N3CCCCCC3)nn2)c1)c1cccc(F)c1	2.5	1.3	-2	0	-20	1.0	-1	-3	2	1	nt
CC(=O)CSc1nnc(-c2ccc(S(=O)(=O)N3CCOCC3)cc2)n1C	-0.2	1.4	-4	3	10	-1.3	-2	2	2	0	0.3
CCOc1ccc(C(C)=O)cc1CC(C(N)=O)C(N)=O	0.9	3.6	3	-4	8	1.6	1	-2	-4	1	3.0
Cn1ncc(Cl)c1C(=O)N1CCN(S(=O)(=O)c2ccc(Cl)s2)CC1	0.1	2.7	-11	5	-2	0.5	-1	-1	3	1	0.3
COCCN(C(=O)c1csnn1)C(C(=O)NC1CCCC1)c1ccccc1F (stereo not given)	1.2	1.8	-7	-2	1	0.1	0	2	1	0	0.9
CCc1c(C)sc(NC(=O)C2CC2c2ccccc2)c1C(N)=O (stereo not given)	1.0	-0.3	-8	0	-9	-1.1	1	-1	4	8	3.6
CC(C)Sc1cc(N2CCCC2)nc(-c2ccc(F)cc2)n1	0.5	2.8	nt	-1	-18	-1.6	-3	11	-1	-12	-1.9
COc1cc(OC)cc(C(=O)NCCC(c2ccccc2)c2ccccc2)c1	-0.5	3.7	-7	-3	14	-1.0	-4	-10	-15	-7	-0.7
COC(=O)c1ccc(CSc2nnc(-c3ccncc3)o2)cc1	-1.6	2.7	-10	0	8	-1.2	-2	-12	-6	-7	0.0
COc1cccc(/C=N/NC(=O)c2cc(-c3ccccn3)nc3ccccc23)c1O	5.1	6.1	0	-4	-1	6.8	0	-15	-8	8	1.4
O=C(CSC1=NCCS1)c1ccc(Cl)cc1	1.3	2.3	-8	?	-30	0.0	11*	18	-3	-4	-0.7
Cc1cccc(C)c1OCc1cc(C(=O)N2CC3C[C@@H]4CC2C[C@H](C3)C4)no1	0.8	0.7	9	8	1	2.0	4	0	-4	-6	0.1
COC(=O)c1sc(S(=O)(=O)N2CCCCC2C(=O)O)c(C(=O)OC)c1C (stereo not given)	-1.1	1.7	0	-2	17	0.7	4	-4	6	1	-2.3
COC(=O)Cc1ccc(NC(=S)NCCSc2ccc(Cl)cc2)cc1	3.2	3.9	18	3	-14	2.4	1	1	-1	-6	0.7
COc1ccc(Cn2c(O)c(C=Nc3ccc(OC)cc3)c3ccccc3c2=O)cc1	1.5	5.1	-6	-13	-7	-0.3	-1	-1	-8	1	-0.2
Cc1cccc(C)c1NC(=O)CN1N=NC2C(=O)N(c3cccc(Cl)c3)C(=O)C21 (stereo not given)	1.8	2.1	-12	8	-10	-0.3	-1	1	7	6	-0.8
CSc1nnc(C2CCCN(CC(=O)Nc3ccccc3N3CCOCC3)C2)n1C(C)C (stereo not given)	2.5	0.4	48	3	7	0.1	-2	3	3	-1	1.7

Three of the entries above in order of their number in AddAB inh, largest number first:
SMILES | AddAB inh
COc1cccc(/C=N/NC(=O)c2cc(-c3ccccn3)nc3ccccc23)c1O | 5.1
O=C(CSC1=NCCS1)c1ccc(Cl)cc1 | 1.3
Cc1cccc(C)c1OCc1cc(C(=O)N2CC3C[C@@H]4CC2C[C@H](C3)C4)no1 | 0.8

(more compounds)
SMILES	AddAB inh	phage Ecoli inh	Mot1-301 SUMO	Tat transport	HTR5A inv ag	E coli growth	HTR5A ag	PKA-R1A activ	PKA-R2B activ	DAGLB inhibitor	CDK5 p35 inh
Cc1c(N2C(=O)CSC2c2ccc(F)cc2)c(=O)n(-c2ccccc2)n1C (stereo not given)	0.4	-3.2	5	1	5	1.2	0	-2	-11	1	1.4
CCOc1ccc(CNc2nc3ccccc3n2C)cc1	3.5	1.5	-14	8	-17	2.4	-2	-5	3	-6	4.2
CCOC(=O)CC1(NC(=O)C2CCC(=O)N(CCc3ccc(OC)cc3)C2)CCCCC1 (stereo not given)	4.0	1.4	16	1	5	-1.4	3	9	-2	0	-2.1
CCn1c2ccccc2c2cc(C3C(C#N)=C(N)Oc4n[nH]c(COC)c43)ccc21 (stereo not given)	1.0	-0.3	-5	-2	2	-0.3	4	-6	-6	3	0.8

Screens deposited in PubChem by several laboratories.
